Compound activity deposited in PubChem BioAssay by several laboratories.
bIAP activator: intestinal alkaline phosphatase (bovine) activation. activation factor at 20 µM. purified bovine IAP, CDP-star luminescence, 30 min; stronger effect = higher value; fold of DMSO-control signal, blank-subtracted. actives 0.17% (n = 200,000);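 active = activation factor of 2 or more at 20 µM, a signal rise over negative controls twice the positive control's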
TNAP inh noacc: inhibitors of human TNAP without phosphate acceptor. purified TNAP, CDP-star luminescence, 30 min. inhibition, % at 20 µM. P05186. actives 0.26% (n = 200,000);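 active = tissue-nonspecific alkaline phosphatase inhibition above about 50% at 20 µM in the single-dose screen, limit read from the data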;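 note: 0% = DMSO negative control and 100% = EDTA positive control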
Target sequence (P05186 whole entry, looked up): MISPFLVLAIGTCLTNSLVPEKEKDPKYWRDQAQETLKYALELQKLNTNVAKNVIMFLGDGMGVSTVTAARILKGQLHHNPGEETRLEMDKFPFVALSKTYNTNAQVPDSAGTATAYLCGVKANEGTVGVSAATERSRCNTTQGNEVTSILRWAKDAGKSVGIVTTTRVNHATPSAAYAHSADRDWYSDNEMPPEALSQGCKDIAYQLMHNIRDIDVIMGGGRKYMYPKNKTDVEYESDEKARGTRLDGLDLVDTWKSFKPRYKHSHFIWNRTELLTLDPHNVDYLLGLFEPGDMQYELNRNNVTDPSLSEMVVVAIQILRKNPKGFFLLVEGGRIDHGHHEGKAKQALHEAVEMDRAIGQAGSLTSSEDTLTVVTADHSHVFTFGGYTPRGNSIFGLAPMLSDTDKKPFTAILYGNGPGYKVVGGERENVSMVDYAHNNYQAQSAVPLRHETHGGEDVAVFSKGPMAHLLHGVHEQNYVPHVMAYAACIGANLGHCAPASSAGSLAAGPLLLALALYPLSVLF
RAM inhibit: blocks the yeast RAM network; AID 868; inhibition, % at 50 µM; actives 1.8% (n = 190,000); S. cerevisiae dse1pr::URA3 reporter, 5-FOA growth OD615, 2 d; analog-sensitive cbk1-as2 kinase mutant strain;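 active = inhibition above a set limit, 3 SD over mean compound inhibition, cut at about 8.4% in these data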;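 note: 0% = DMSO-only wells with no growth and 100% = 10 µM 1-NA-PP1 full growth; inhibition rescues growth on 5-FOA so higher OD means more RAM inhibition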
TNAP act hi DEA: activators of human TNAP at high phosphate acceptor concentration | P05186 | purified TNAP, CDP-star luminescence, 1 M DEA, 30 min; stronger effect = higher value; 0 = EDTA background, 1 = DMSO-only activity | activation factor at 20 µM | 200,000 tested, under 10 active;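 active = activation factor at least 2 at 20 µM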
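Measured by: Luminescent substrate turnover signal | Test system: Human TNAP | Input: TNAP 1/800 final | Dosing: 20 µM single point | Schedule: 30 min, room temperature | Controls: EDTA wells as negative control, DMSO wells as positive control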
TNAP inh hiacc: TNAP (human) inhibition, high acceptor | P05186 | purified TNAP, CDP-star luminescence, 1 M DEA | inhibition, % at 20 µM | actives 0.03% (n = 200,000);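 active = over 50% inhibition of tissue-nonspecific alkaline phosphatase at 20 µM in the single-dose screen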;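 note: plate controls were DMSO wells for no effect and EDTA-quenched wells as full inhibition for full effect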
bIAP inhibitor: blocks bovine intestinal alkaline phosphatase activity | purified bovine IAP, CDP-star luminescence, 30 min | 190,000 tested, under 10 active | inhibition, % at 20 µM | AID 1019;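 active = over 50% inhibition of intestinal alkaline phosphatase at 20 µM in the single-dose screen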
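System: Purified bovine intestinal alkaline phosphatase (IAP) enzyme | Input: IAP diluted 1/65,000,000 in the well | Also added: CDP-star chemiluminescent phosphatase substrate, 30 µM final | Dosing: 20 µM single dose | Times: Enzyme reaction for 30 min at room temperature | Detection: Luminescence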
FLuc inhib CS: Photinus pyralis luciferase inhibition counter-screen. P08659. ATPLite firefly luciferase biochemical luminescence, 10 min. inhibition, % at 10 µM. actives 1.5% (n = 200,000). AID 1006;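 active = inhibition above about 50% when tested at 10 µM, limit read from the data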
APP 5UTR inh: APP translation inhibition; inhibition, % at 2 µM; actives 0.82% (n = 190,000); SH-SY5Y APP 5'UTR-luciferase reporter, luminescence;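 active = inhibition above a set limit, derived from the sample mean plus 3 SD, cut at about 45% in these data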; note: values of inactives mirror those of a sister screen read the other way
Lmaj promast: Leishmania major promastigote growth inhibition | actives 9% (n = 200,000) | inhibition, % at 10 µM | Leishmania major promastigotes, resazurin fluorescence viability; in the data active = inhibition above about 50%;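 note: promastigotes grown with compound for 44 hours at 28 °C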
FLuc stim CS: affects firefly luciferase, flagging false hits in luciferase stimulation screens | ATPlite luciferase biochemical, luminescence, 10 min; 0 = ATP-free wells, 1 = DMSO control | activation factor at 10 µM | 200,000 tested, under 10 active;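 active = luciferase activation factor, scaled between plate controls, of at least 2 with compound at 10 µM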
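Material: Luciferase/luciferin reagent mix | Doses: Test compounds dosed from 2 mM stocks in 100% DMSO | Timing: 10 min incubation after luciferase reagent addition, room temperature | Measured by: Luminescence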
An asterisk follows results filed as active; / = no result given. Random draw from the library; about 13% have a hit in one of these screens.

entry	molecule	TNAP inh hiacc	bIAP inhibitor	FLuc stim CS	RAM inhibit	TNAP inh noacc	bIAP activator	Lmaj promast	TNAP act hi DEA	FLuc inhib CS	APP 5UTR inh
1	CC(C)(C)OC(=O)N1CCC2(CC1)C(C#N)=C(N)OC1=C2C(=O)CCC1	-6	-14	1.1	0.4	1	1.1	-6	1.1	-10	6
2	COc1ccccc1NS(=O)(=O)c1cccc(C(=O)N/N=C/c2cn(-c3ccccc3)nc2-c2ccccc2)c1	-3	-12	1	5.1	-11	1.1	53*	1	-4	8
3	COc1ccc2c(-c3cc4ccc(OCc5ccc(F)cc5)cc4oc3=O)cc(=O)oc2c1	0	4	1	1.9	-12	1	52*	1	-3	0
4	COC(=O)c1ccc(Oc2coc3cc(OCc4ccc([N+](=O)[O-])cc4)ccc3c2=O)cc1	2	-6	1	2.6	4	1.1	-1	1	-3	-4
5	CC(=O)c1cccc(NC(=O)N2CCCC2C(=O)NCCC(C)C)c1 (stereo not given)	-3	0	1	1.6	-10	1	-3	1	-3	0
6	Cc1cc(-c2ccc(NC(=O)[C@@H]3CCCC[C@@H]3C(=O)O)c(C)c2)ccc1NC(=O)[C@@H]1CCCC[C@@H]1C(=O)O	-2	-12	0.9	4.8	-9	1.1	-6	1	9	-21
7	S=C(c1cccs1)N1CCCC1	-1	4	1	0.2	-8	1	-2	1	-3	-9
8	Cc1nc2c(cnn2-c2ccccc2Cl)c(=O)n1-c1ccc(N2CCC(C)CC2)cc1	-6	-1	1	2.7	-16	1	35	1.1	0	/
9	CCCS(=O)(=O)Nc1cc(C(F)(F)F)ccc1OCCOC	0	3	1	3.0	-8	1	-4	1	-4	0
10	O=C(Nc1nnc(-c2ccncc2)o1)C1CCCCC1	-4	-3	1.1	1.9	-15	1	9	1	-7	-26
11	CCN(CC)S(=O)(=O)c1ccc(N2CCOCC2)c(NS(=O)(=O)c2ccc(C)c(C)c2)c1	-2	14	1.1	1.7	2	0.9	0	1	-14	-4
12	Cc1ccc(S(=O)(=O)N(CCCN2CCCC2=O)Cc2cc3c(C)ccc(C)c3[nH]c2=O)cc1	-8	-6	1	1.4	5	1.1	1	1.1	-3	-2
13	CCOC(=O)CSC1=C(C#N)C(c2ccc(C)cc2)C(C(=O)OC)C(=O)N1 (stereo not given)	-4	11	1.1	3.0	-10	0.9	6	1	-6	12
14	C=CCOn1c(=O)c(-c2cc3ccccc3o2)[n+]([O-])c2ccccc21	6	3	0.8	1.6	-2	1	-8	0.9	23	-33
15	CCOCCCNC(=O)C(c1ccc(Cl)cc1)N1CCN(C(=O)c2ccco2)CC1 (stereo not given)	-4	-8	1	1.6	-12	1.1	-1	1	-4	-17
16	NC(=O)C1CCN(C(=O)CSc2ccsc2[N+](=O)[O-])CC1	-4	-3	1.1	1.9	-8	1	2	1	-6	-1
17	Cn1c(=O)c(C(=O)Nc2ncccc2O)c(O)c2ccccc21	-4	-36	0.7	-0.6	3	1.4	-4	1	26	-23
18	O=C(CSc1nnc2ccccn12)c1ccccc1	-5	4	1	0.7	-14	1	-8	1	0	-45
19	COc1cc(-c2cn[nH]c2N)cc(OC)c1OC	-3	11	1.1	0.0	6	0.9	6	1	-8	0
20	Cc1ccc(C(=O)N2CCCCCC2)cc1Br	-6	7	1.1	-0.3	-12	0.9	2	1.1	-7	-13
21	COc1ccc(N2CCN(C(=O)CCNS(=O)(=O)c3ccc4c(c3)CCC(=O)N4)CC2)cc1	-2	3	1	1.3	-4	1	-4	1	0	4
22	CC(OC(=O)c1ccc(S(=O)(=O)NCc2ccco2)cc1)C(=O)Nc1ccc(Cl)cn1 (stereo not given)	-2	-23	1	5.2	-4	1.2	17	1	-1	16
23	C=CC(=O)Nc1ccc(Br)cc1	-1	0	1	0.4	-8	1	4	1	-1	11
24	COCCCNCCOCCOc1c(OC)cccc1OC	-6	-3	1	0.0	-12	1	83*	1.1	-3	8
25	CCCn1c(SCC(=O)NC(C)(C)C)nnc1-c1ccco1	-5	6	1	-0.9	-8	0.9	-7	1	-4	-16
26	Cc1cc(Nc2ccccc2)n(C(=O)c2ccc(Cl)cc2)n1	-2	10	1	2.4	7	0.9	-1	1	-4	7
27	COc1ccc(NC(=S)N2CCN(CCN3C(=O)c4cccc5cccc(c45)C3=O)CC2)cc1	-1	5	1	4.5	-4	1	-6	1	-4	0
28	CC(=O)c1ccc(Cc2cnc(N)s2)cc1	0	12	1.1	0.8	-3	0.9	0	1	-7	13
29	Cc1nc(CNS(=O)(=O)c2ccc3c(c2)CCCC3)cs1	6	14	1	-0.5	8	0.9	-10	0.9	0	-10
30	O=C(Nc1ccccc1)c1ccc(-c2ccccc2Cl)o1	1	8	0.8	6.5	-8	0.9	-1	1	18	-85
31	O=C(c1ccccc1F)N1CCN(c2ccc([N+](=O)[O-])c3ncccc23)CC1	1	8	1.1	2.5	-9	0.9	-1	1	-6	-6
32	CSc1nnc(Cn2c(=O)sc3ccccc32)n1-c1ccccc1	-7	0	1	0.3	-17	1	-2	1.1	-4	-1
33	NC(=O)C1CCN(C(=O)CC2(CC(=O)O)CCCCC2)CC1	-4	18	1.1	0.2	-16	0.8	-11	1	-5	-18
34	CS(=O)(=O)N1CCc2cc(S(=O)(=O)N3CCCCC3)ccc21	-2	7	1.1	1.2	2	0.9	-9	1	-8	-5
35	COc1ccccc1NC(=O)NCCC1=CCCCC1	-5	10	0.9	0.7	-8	0.9	2	1	9	12
36	Clc1ccc(OCc2nc(-c3ccc(Br)o3)no2)cc1	-5	7	1.1	1.8	-15	0.9	-8	1	-5	0
37	O=C(O)c1ccc(/C=C/c2ccc3cccc(O)c3n2)cc1	8	-13	0.9	5.5	15	1.1	4	0.9	15	-89
38	c1ccc(CNc2nc3ccccc3n3cnnc23)nc1	-3	-6	1	1.0	-16	1.1	-1	1	2	-18
39	CCc1ccc2oc(-c3cccc(NC(=O)c4cccnc4)c3)nc2c1	-6	8	0.8	-0.3	6	0.9	43	1.1	15	-21
40	COc1ccccc1-c1cc(C(F)(F)F)nc(N2CCN(c3ccc(F)cc3)CC2)n1	-1	12	1.1	7.7	-4	0.9	16	1	-5	9

2 compounds drawn at random from those above, as already listed:
entry	molecule	TNAP inh hiacc	bIAP inhibitor	FLuc stim CS	RAM inhibit	TNAP inh noacc	bIAP activator	Lmaj promast	TNAP act hi DEA	FLuc inhib CS	APP 5UTR inh
28	CC(=O)c1ccc(Cc2cnc(N)s2)cc1	0	12	1.1	0.8	-3	0.9	0	1	-7	13
9	CCCS(=O)(=O)Nc1cc(C(F)(F)F)ccc1OCCOC	0	3	1	3.0	-8	1	-4	1	-4	0

(next part)
entry	molecule	TNAP inh hiacc	bIAP inhibitor	FLuc stim CS	RAM inhibit	TNAP inh noacc	bIAP activator	Lmaj promast	TNAP act hi DEA	FLuc inhib CS	APP 5UTR inh
41	Cc1cccc(NC(=O)Cn2c(=O)n(CCc3c[nH]c4ccccc34)c(=O)c3cccnc32)c1	0	-17	1	3.3	-4	1.2	47	1	-2	-14
42	CC(C)CN1CCN(Cc2cccn2-c2ccc(Cl)cn2)CC1CCO (stereo not given)	0	9	1	-0.2	-4	0.9	11	1	-4	-7
43	Cc1ccccc1N1CCN(Cc2c[nH]c3ccccc23)CC1	0	4	1.1	1.1	-2	1	71*	1	-6	15
44	CC1(C)Cc2ccccc2C(/C(C#N)=N/O)=N1	1	4	1	1.0	-12	1	0	1	-4	-9
45	COc1ccc(-n2c(Cc3cccn3C)nnc2SCC(=O)Nc2cccc(Cl)c2)cc1	-2	6	1.1	5.6	-8	0.9	30	1	-8	-13
46	O=C(Nc1ccccc1C(=O)NCc1ccco1)c1ccccc1	2	30	1	1.9	-5	0.7	12	1	-4	4
47	COCCCN=Cc1c(C)[nH]n(-c2ccc(Br)cc2Br)c1=O	-3	-26	1	0.1	-8	1.3	-3	1	-1	-4
48	Cc1cc2c(cc1C)CSC(c1ccccc1OC(=O)C(C)(C)C)SC2	-2	14	1	4.6	-13	0.9	5	1	-2	14
49	CC1CCc2c(sc3nc(CSc4n[nH]c(N)n4)[nH]c(=O)c23)C1 (stereo not given)	-4	-14	0.8	12*	-174	1.1	-1	1	18	-8
50	CC1(C)CC(=O)C(C=NCCN2CCN(CC(=O)Nc3ccccc3)CC2)=C(O)C1	1	2	1	-0.3	0	1	-4	1	-4	-4
51	O=[N+]([O-])c1cccc(/C=C/C=N/Nc2nc(N3CCCCC3)nc(N3CCCCC3)n2)c1	-3	-4	1.1	4.2	7	1	33	1	-8	12
52	COC(=O)c1ccccc1NC(=O)CSc1nnc(COc2cccc(OC)c2)n1C	-1	2	1	2.0	-7	1	2	1	-1	-12
53	CCCOc1ccc(-c2nc(C#N)c(N3CCN(CC)CC3)o2)cc1	-2	-2	1.1	0.6	-6	1	20	1	-6	-19
54	O=C(NC1CC1)c1sc2cc([N+](=O)[O-])ccc2c1Cl	-2	25	0.9	3.3	-8	0.8	6	1	7	17
55	O=C(/C(=C/c1cccc(Cl)c1)c1nc2ccccc2[nH]1)c1ccccc1	-1	-27	1.1	3.9	1	1.3	101*	1	-7	-41
56	O=C1C(C=Nc2ccccc2)=C(O)c2ccccc21	-4	11	0.1	0.3	-9	0.9	-4	1	86*	-103
57	Cc1cc(C)n(-c2nc3ccccc3nc2NCCc2ccccc2)n1	-2	22	1	0.8	6	0.8	1	1	-5	1
